KOR beta-arrestin-1: kappa opioid receptor activators – cell-based, luminescence, uHTS, primary screen (AID 1777) | KOR beta-arrestin recruitment, luminescence; higher % means a stronger effect | activation, % at 10 µM, or EC50 in µM where a hit was titrated | actives 0.02% (n = 280,000); in the data active = activation above about 50%, passing the limit was not always enough; note: a part of the inactive calls stands beside numbers as strong as those of hits
ER stress rescue: protection against thapsigargin-triggered cell killing – 384-well, CSM14.1, ATP luminescence, primary screen (AID 1222) | CSM14.1 thapsigargin-induced death rescue, ATP luminescence; higher % means a stronger effect | cellular ATP content (survival), % at 20 µM; hits with a dose series show EC50 in µM | 190,000 tested, under 10 active;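 active = EC50 below 50 µM in the dose-response confirmation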;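 note: death triggered by thapsigargin at about 15 µM added after 2 h compound pretreatment; cell ATP read after overnight thapsigargin exposure of roughly 18 to 22 hours; normalized against plate controls of thapsigargin alone and 5% DMSO vehicle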
Yfh1-off respiration: enhancers of respiration in Yfh1-depleted yeast, dose response, Friedreich's ataxia, plus single-dose screen (AID 1465); S. cerevisiae Yfh1-off respiration, WST-1 reduction, 72 h; higher fold induction means a stronger effect; fold induction at 50 µM; hits with a dose series show EC50 in µM; actives 0.074% (n = 220,000);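 active = fold induction of absorbance versus untreated yeast above a set limit, then at least 30% activation at any dose in follow-up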;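 note: activators that raise dye reduction in frataxin-depleted yeast; strong numbers were not always called active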
KOR beta-arrestin-2: KOR antagonists, beta-arrestin recruitment, cell-based, luminescence, uHTS (AID 1778). KOR beta-arrestin recruitment, luminescence, antagonist mode; higher % means a stronger effect. inhibition, % at 10 µM, or IC50 in µM where a hit was titrated. actives 0.091% (n = 290,000); note: strong numbers were not always called active
NTR1 ag: agonists of NTR1, primary screen, imaging, U2OS cells, beta-arrestin-GFP, high content (AID 493036) | actives 0.17% (n = 330,000) | NTR1-U2OS beta-arrestin-GFP spot imaging, agonist mode | activation, % at 20 µM | P30989;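 active = activation at or above 40% of the spot to cytoplasm intensity ratio, with at least 20 cells analyzed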;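 note: 0% = DMSO without peptide and 100% = 100 nM NTR1 peptide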
Target sequence (P30989 whole entry, looked up): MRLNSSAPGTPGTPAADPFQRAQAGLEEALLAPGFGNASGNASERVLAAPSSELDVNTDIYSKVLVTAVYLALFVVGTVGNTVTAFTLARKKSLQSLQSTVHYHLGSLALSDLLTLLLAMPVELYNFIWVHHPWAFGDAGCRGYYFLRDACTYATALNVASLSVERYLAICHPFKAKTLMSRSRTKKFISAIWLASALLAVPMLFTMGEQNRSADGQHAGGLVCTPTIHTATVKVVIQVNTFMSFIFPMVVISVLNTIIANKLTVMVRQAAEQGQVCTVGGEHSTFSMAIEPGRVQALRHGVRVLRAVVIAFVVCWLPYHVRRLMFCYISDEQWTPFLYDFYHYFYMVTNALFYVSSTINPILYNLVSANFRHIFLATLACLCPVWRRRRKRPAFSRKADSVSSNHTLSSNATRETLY
HEK293 NOD2/NF-kB: inhibition of NOD2-driven NF-kB reporter – cell-based, luminescence, uHTS, HEK293 (AID 1566). inhibition, % at 4 µM, or EC50 in µM where a hit was titrated. actives 0.63% (n = 290,000). HEK293 NOD2/NF-kB luciferase reporter, luminescence; higher % means a stronger effect; note: many of its hits are not listed in these tables
GPR55 activation: selective activators of receptor GPR55 – imaging, U2OS cells, beta-arrestin-GFP redistribution, primary screen (AID 1961) | U2OS GPR55 beta-arrestin-GFP redistribution imaging; higher % means a stronger effect | one-dose activation, % at 10 µM; EC50 in µM for titrated hits | actives 0.048% (n = 290,000);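 active = activation above 40% with more than 50 cells counted in the well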;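 note: U2OS osteosarcoma cells stably expressing GPR55 and beta-arrestin-GFP; plate controls were DMSO negative control for no effect and LPI positive control for full effect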
NOD1 inhibition: inhibition of NOD1-driven NF-kB reporter – cell-based, luminescence, uHTS, primary screen (AID 1578); actives 1% (n = 290,000); one-dose inhibition, % at 4 µM; EC50 in µM for titrated hits; NOD1-driven NF-kB luciferase reporter cells, luminescence; higher % means a stronger effect; in the data active = inhibition mostly above about 36%, no sharp cut-off; inactive = mostly below about 34%;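 note: HEK-293T reporter cells stimulated with the NOD1 agonist gamma-tri-DAP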
TNAP activation fold: stimulation of alkaline phosphatase TNAP activity – biochemical, luminescent, no phosphate acceptor, uHTS, primary screen (AID 1001); activation fold at 20 µM, or EC50 in µM where a hit was titrated; purified TNAP, luminescent activation assay, no phosphate acceptor; higher activation fold means a stronger effect; actives 0.03% (n = 200,000); in the data active = activation fold from about 3, or a potency from the dose series; inactive = the rest, 99 in 100 with activation fold below about 1.6; note: many of its hits are not listed in these tables
NTR1 ag cell count 20 µM: also measured in NTR1 ag; calls as there; cell count; measured here: cell count, cytotoxicity flag
* = called active by the depositor; i = inactive; · = no result given; [ ] = dose if it differs, or a comment. Cut-off read from the data, not from the text of the source, unless noted: active = inhibition above about 50%; inactive = the rest. The list is partial; count on the stated rates, not on these rows.

Value order – ER stress rescue	KOR beta-arrestin-2	TNAP activation fold	Yfh1-off respiration	NOD1 inhibition	HEK293 NOD2/NF-kB	NTR1 ag	KOR beta-arrestin-1	GPR55 activation	NTR1 ag cell count 20 µM
O=C(CC1S/C(=N/N=C/c2cccs2)NC1=O)Nc1ccc(Cl)c(Cl)c1 (configuration not stated)
 : -2.4%	-16%	1	i	-38%	-23%	13	0.2%	0.3%	58
O=[N+]([O-])c1ccccc1Sc1nccn1Cc1ccccc1
 : 0.3%	14%	1.1	i	-11%	8%	1.0	-3.4%	1.3%	75
Cc1cc(NC(=O)C23CC4CC(C2)CC(n2cnc([N+](=O)[O-])n2)(C4)C3)no1
 : -0.7%	-56%[20 µM]	1	i	-10%	18%	1.4	-1.9%	0.5%	94
CC(C)Cc1ccc(CN2CCCC(NC(=O)Cn3cnnn3)C2)cc1 (configuration not stated)
 : ·	-1%	·	·	-6%	2%	0.3	5.9%	0.4%	76
CC(=O)c1ccc(OCC(O)CN2CCN(CC(O)COc3ccc(C(C)=O)cc3)CC2)cc1 (configuration not stated)
 : -0.4%	17%	1	i	-20%	17%	0.3	-4.0%	0.3%	31
Cn1c2c(c(=O)c3ccccc31)CCC(C)(C)O2
 : -0.7%	-17%	1	i	-36%	2%	0.6	-0.8%	-0.2%	80
COc1cccc(C(=O)NC(Cc2ccccc2)c2ccc3c(c2)OCCCO3)c1 (configuration not stated)
 : -1.4%	11%	1.2	i	18%	-20%	2.5	4.3%	0.1%	49
Cc1cc(=O)oc2c3c(cc(OCC(=O)NCc4ccccn4)c12)OC(C)(C)CC3
 : ·	-33%[20 µM]	·	·	-16%	19%	2.0	-3.7%	0.5%	98
Nc1ccc(-c2nnc(-c3ccc(N)cc3)o2)cc1
 : ·	4%	·	·	-6%	-57%	-1.6	3.3%	0.0%	82
CCOC(=O)CSc1nnc(-c2ccncc2)o1
 : -1.9%	9%	1.1	i	-20%	0%	0.2	-5.7%	-0.2%	61
CCOC(=O)COc1ccc(Br)cc1C1NC(=O)NC(C)=C1C(=O)NCc1ccccc1 (configuration not stated)
 : -1.1%	-2%	1.1	i	15%	5%	0.8	-1.2%	-0.2%	58
CCOC(=O)CNC(=S)N(CCCN1CCCCCC1)Cc1cccs1
 : -4.7%	-5%	1.1	i	-15%	8%	-0.1	5.6%	-0.7%	80
C=CCNc1nc(-c2sc(NC(C)=O)nc2C)cs1
 : -2.5%	-22%	1.1	i	-6%	-123%	0.3	1.3%	0.3%	75
COc1ccccc1CNC(=O)CN1C(=O)c2ccc([N+](=O)[O-])cc2C1=O
 : ·	1%	·	·	-10%	6%	-0.7	-0.3%	1.0%	53
S=c1[nH]c2ccc3ccccc3c2[nH]1
 : -0.8%	-101%[20 µM]	1.1	i	-36%	-18%	-0.2	-6.8%	-0.1%	78
Cc1ccc(-c2noc(COc3ccccc3C)n2)cc1
 : ·	-2%	1	i	-44%	-34%	0.7	1.0%	0.2%	86
COCCCNC(=O)CCc1ccccc1
 : -0.7%	8%	1.1	i	-25%	4%	-0.3	-3.9%	-0.2%	27
CCCOc1ccc(/C=N/NC(=O)CN(c2ccc(OCC)cc2)S(C)(=O)=O)cc1
 : ·	5%	·	i	8%	23%	2.2	-3.1%	-0.3%	52
Cc1c(Cl)cccc1NC(=O)CNC(=O)c1ccccc1F
 : -1.1%	1%	1.2	i	-20%	2%	-0.1	-5.4%	-0.1%	55
CCNc1nc(NCC)nc(-n2nc(C)cc2C)n1
 : 2.1%	-13%	1	i	-2%	-12%	-0.2	4.9%	-0.2%	63
Nc1nc(-c2ccc(Cl)cc2)nnc1-c1ccc(Br)cc1
 : -2.5%	-12%[20 µM]	1	i	-33%	-35%	3.6	0.5%	-0.1%	32
O=C(Nc1nc2cc3c(cc2s1)OCCO3)c1ccncc1
 : 0.5%	-30%	1	i	-34%	-55%	-0.7	-4.1%	-0.3%	57
CC1=N/C(=C\c2ccc([N+](=O)[O-])cc2)C(=O)N1c1cc(Cl)ccc1C
 : -1.0%	13%	1	i	19%	18%	1.6	-1.7%	-2.3%	55
Cn1c(=O)c2c(nc(Br)n2CCSc2ncccn2)n(C)c1=O
 : 0.2%	-18%	1.1	i	-22%	-10%	0.8	4.9%	-0.1%	39
COc1ccc(/C=N/NC(=O)c2ccc3nc[nH]c3c2)cc1OC
 : ·	5%	·	i	-10%	6%	0.8	1.8%	-0.1%	39
COc1ccc(C(=O)N2CCc3ccccc32)cc1
 : -0.4%	-15%	1.1	i	-43%	-52%	-2.1	-0.7%	-0.3%	101
COc1cc(NC2c3ccccc3C(=O)N2c2ccc(C)cn2)cc(OC)c1OC (configuration not stated)
 : ·	-32%	1.1	i	2%	-30%	2.5	-0.7%	0.2%	63
CC(C)(C)n1nnnc1C(c1cccc(C(F)(F)F)c1)N1CCC(O)CC1 (configuration not stated)
 : 0.2%	-54%[20 µM]	1.1	i	-12%	-1%	0.4	2.4%	0.3%	49
NC(=O)c1nsc(C(=O)N(CC(=O)NCc2ccco2)c2ccccc2F)c1N
 : 0.7%	25%	1.1	i	-20%	10%	0.5	12%	-0.3%	51
Cc1ccc(C)c(S(=O)(=O)C(C#N)c2nc3ccccc3nc2N2CCCC2)c1 (configuration not stated)
 : -0.1%	-5%	1.1	i	-14%	-2%	-3.9	20%	-0.2%	93
COc1cccc(OCC(=O)NNC(=O)C(=O)Nc2cccc(C)c2)c1
 : ·	11%	·	·	-24%	15%	1.3	-0.7%	0.0%	66
O=S(=O)(NCCn1cccc1)c1ccc2ccccc2c1
 : ·	-19%	1.1	i	-44%	-2%	1.1	-1.4%	-0.3%	49
COc1ccc(/C=N/OCC(=O)NCc2cccs2)c(OC)c1
 : -2.1%	21%	1	i	14%	6%	-1.1	-3.4%	0.5%	55
CCc1nnc(NC(=O)Cn2ccc(C(F)(F)F)n2)s1
 : -0.6%	13%	1.1	i	-1%	5%	0.5	-1.2%	-0.1%	73
O=C(NCc1ccccc1)C(c1ccncc1)N(C(=O)c1csnn1)c1cccc(F)c1 (configuration not stated)
 : ·	-13%	·	·	-17%	3%	0.0	-3.8%	-0.2%	57
CCNC(=S)Nc1sc2c(c1C#N)CCC(C)C2 (configuration not stated)
 : ·	34%	·	i	-11%	-24%	0.0	-3.7%	-0.2%	37
Cc1cc2nc3c(c(C(F)(F)F)n2n1)CCCC3
 : -1.3%	-3%[20 µM]	1.1	i	-13%	8%	0.6	·	-0.1%	50
COc1ccc(NC(=O)C/C(C)=N/NC(=O)C(=O)NC(C)C)c(OC)c1
 : 1.2%	-19%[20 µM]	1	i	-10%	1%	-1.3	·	-0.1%	80
Cc1cc2ccccc2cc1CN1CCCCC1
 : ·	10%	·	·	-15%	14%	-0.8	-3.4%	-0.2%	72
COc1ccc(C(C(=O)NCC2CCCO2)N(Cc2ccccc2)C(=O)CNC(=O)c2ccco2)cc1OC (configuration not stated)
 : ·	-10%	·	·	-23%	-20%	-0.5	2.2%	-0.1%	50
Cc1ccc(OCC(=O)N(C)CCc2ccccn2)cc1
 : -1.3%	2%	1.1	i	-20%	-1%	3.5	-0.4%	-0.1%	40
COc1ccc(Cl)cc1C(=O)Nn1cnnc1
 : ·	0%	·	·	-20%	0%	1.9	-2.7%	-0.1%	63
CCCN1C(=O)CN(C2CCCCCC2)C(=O)C1c1ccc(C)cc1 (configuration not stated)
 : -0.7%	16%	1	i	44%	8%	0.4	-0.4%	-2.0%	58
CC(NC(=O)C(c1ccccc1)c1ccccc1)c1ccc(S(N)(=O)=O)cc1 (configuration not stated)
 : ·	2%	·	·	-14%	-4%	-0.1	-2.2%	0.3%	64
Cc1cc(C)c(OCCCON2C(=O)CCC2=O)c(Br)c1
 : -0.9%	-48%[20 µM]	1.1	i	-14%	12%	0.5	-2.6%	-0.1%	57
Cc1nn(C)cc1CNC(=O)c1cc2n(n1)C(C(F)(F)F)CC(c1cccs1)N2 (configuration not stated)
 : -4.4%	-22%	1	i	15%	10%	-1.6	-2.5%	-0.2%	54
CCOC(=O)c1sc(NC(=O)CCN2CCOCC2)c(C(=O)OCC)c1C
 : 1.3%	-1%	1.1	i	-10%	4%	0.6	-2.6%	-0.3%	46
Cc1ccccc1Cn1ccc(NC(=O)CCSc2nc(-c3ccco3)cc(C(F)(F)F)n2)n1
 : -1.0%	18%	1	i	-7%	3%	3.3	1.0%	-0.1%	64
COC(=O)Nc1ccc(S(=O)(=O)NNC(=O)c2c(O)c3ccccc3n(C)c2=O)cc1
 : ·	5%	·	·	4%	12%	0.4	3.1%	-0.2%	76
O=C(Nc1ccc(S(=O)(=O)N2CCOCC2)cc1)c1ccc2c(c1)OCO2
 : ·	1%	·	i	1%	13%	-0.1	4.1%	-0.1%	54
Cc1c(C(=O)N2CCC(n3nccc3NC(=O)C3CC3)CC2)[nH]c2ccc(Cl)cc12
 : ·	-14%	·	·	-5%	6%	0.7	-3.4%	0.8%	60
Cc1ccc(NC(=O)CN(C)C(=O)c2nn(C)c(=O)c3ccccc23)cc1
 : ·	6%	·	i	0%	8%	5.1	-0.9%	-0.2%	49
COc1ccc(C2C(C(=O)Nc3cc(OC)c(OC)c(OC)c3)c3ccccc3C(=O)N2C)cc1 (configuration not stated)
 : -1.3%	-46%	1.9	i	5%	3%	5.8	-2.3%	-0.5%	59
COc1ccc(OCC(=O)Nc2c3c(nn2C(C)(C)C)CS(=O)(=O)C3)cc1
 : ·	-2%	·	·	-33%	-32%	0.5	-2.3%	-0.1%	42
COc1cc(OC)c(C(=O)Nc2cccc(C(C)=O)c2)cc1OC
 : 1.1%	-42%	1.1	i	-61%	-25%	-0.4	2.7%	-0.1%	60
CS(=O)(=O)N1CCN(C(=O)COc2ccc3ccccc3c2)CC1
 : ·	2%	·	i	6%	16%	-0.1	0.9%	0.7%	51
O=S(=O)(Nc1nccs1)c1ccc(NS(=O)(=O)c2cccs2)cc1
 : 2.8%	-61%	1.1	i	-9%	-2%	0.1	10%	-0.1%	80
O=C(COc1ccc(Cl)cc1[N+](=O)[O-])N1CCCCCC1
 : -1.7%	-5%[20 µM]	1.1	i	-27%	1%	-0.6	-1.6%	-0.1%	47

Assay outcomes as filed in PubChem BioAssay.
